HIF activator = HIF pathway transcriptional activation | U2OS HRE-luciferase reporter, luminescence; normalized: DMSO 0%, desferrioxamine 100% | activation, % at 7.5 µM (by protocol) | hit rate 0.32% among 300,000;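 active means mean activation of at least 10% of the iron chelator positive control signal, with at least half of replicates also reaching 10%; inconclusive means mean and replicate majority disagree about reaching 10%; inactive means mean and most replicates under 10%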
HSP90 inh = HSP90 refolding inhibition in rabbit reticulocyte lysate | luciferase refolding luminescence, 3 h | hit rate 0.91% among 290,000 | inhibition, % at 5.6 µM;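 active means inhibition above the screen-wide mean plus 3 SD, computed separately per campaign, cut at about 16% in these data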;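 further: 0% = DMSO wells and 100% = 60 µM geldanamycin wells; inhibitors lower the luminescence because luciferase stays unfolded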
HSF1 activator = increases HSF-1 driven luciferase reporter signal; NIH3T3-HGL HSF-1 luciferase reporter, MG132, 8 h; 100% = twice DMSO control signal; activation, % at 9 µM; hit rate 1.7% among 300,000; AID 504408;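 active means mean replicate activation of at least 50% with a set share of replicates each reaching 50%; inconclusive means only one of those two conditions met; inactive means mean below 50% and too few replicates reaching it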;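 further: 0% = median of the neutral control wells and 100% = twice that signal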
IEC-6 tox = kills IEC-6 intestinal cells in KLF5 counter-screen | IEC-6 cytotoxicity, luminescence viability | inhibition, % at 5 µM | hit rate 0.78% among 290,000 | AID 1825; in the data active means inhibition above about 22%;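 further: 0% = plate median of test compound wells and 100% = cytotoxic reference compound wells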
HDAC3 inh = inhibitors of human histone deacetylase 3; O15379; recombinant HDAC3, fluorogenic peptide/trypsin coupled, fluorescence; inhibition, % at 8.3 µM; hit rate 0.15% among 320,000; AID 2718; in the data active means inhibition above about 26%, passing the limit was not always enough; inconclusive means no clear call, values can overlap the other calls
Target sequence (O15379 whole entry, looked up): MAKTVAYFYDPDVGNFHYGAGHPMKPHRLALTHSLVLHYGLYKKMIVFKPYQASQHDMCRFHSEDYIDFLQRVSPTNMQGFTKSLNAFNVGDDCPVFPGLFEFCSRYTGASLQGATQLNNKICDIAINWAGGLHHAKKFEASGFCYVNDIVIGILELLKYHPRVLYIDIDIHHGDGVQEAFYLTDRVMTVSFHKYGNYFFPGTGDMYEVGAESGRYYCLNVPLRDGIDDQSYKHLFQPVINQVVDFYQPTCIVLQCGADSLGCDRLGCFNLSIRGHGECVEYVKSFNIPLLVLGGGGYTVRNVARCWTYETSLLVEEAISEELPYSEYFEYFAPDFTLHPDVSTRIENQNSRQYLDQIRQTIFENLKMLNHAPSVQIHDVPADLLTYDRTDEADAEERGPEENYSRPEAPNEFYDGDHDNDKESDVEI
HSF1 inhib = HSF1 inhibition; hit rate 0.77% among 300,000; activity change, negative = inhibition, % at 7.5 µM (by protocol); NIH3T3-HGL HSE-luciferase, MG132-induced, luminescence 8 h; stronger effect = lower value;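 active means more than half of replicate wells show activity change below -50%, luminescence cut by over half; inconclusive means some wells, but at most half, below -50%; inactive means no replicate well below -50%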;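 further: luciferase reports HSF-1 transcriptional activity via heat shock element; 0% = median of DMSO wells and -100% = zero luminescence signal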
aSyn 5UTR inh = MLPCN primary screen, SNCA 5' untranslated region; hit rate 0.82% among 300,000; inhibition, % (tested at 7.5 µM); alpha-synuclein 5'UTR reporter, inhibitor activity; in the data active means inhibition above about 60%; inconclusive means no clear call, values can overlap the other calls;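 further: H4 neuroglioblastoma cells stably carrying SNCA 5'UTR luciferase fusion; 0% = DMSO wells and 100% = positive control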
AI-2 QS mod = modulators of Vibrio harveyi AI-2 quorum sensing system; Vibrio harveyi JMH597 AI-2 luminescence/OD600 ratio, 9 h; stronger effect = lower value; strain lacks LuxN and CqsS sensors; 0 = neutral-control median; activity change, % at 7.5 µM; hit rate 0.4% among 300,000; in the data active means activity change below about -75%, passing the limit was not always enough; inconclusive means no clear call, values can overlap the other calls;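 further: luminescence divided by OD600 gain over 9 h not by final OD600 alone; inactives centre near 13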
KLF5 inhibitor = suppresses KLF5 promoter-driven expression; DLD-1 KLF5 promoter-luciferase reporter, luminescence; inhibition, % at 5 µM; hit rate 0.23% among 290,000; AID 1700;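 active means inhibition above a per-plate limit of that plate's mean compound inhibition plus 3 SD, cut at about 60% in these data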;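 further: 0% = DMSO wells and 100% = LY294002 at 200 µM; higher means less KLF5 promoter-driven luciferase light; inactives centre near -14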
Platelet DG rel = modulates dense granule release in human platelets | inhibition, %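 (compounds screened at 7.5 µM in platelet-rich plasma)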 | hit rate 0.22% among 300,000 | human platelet-rich plasma, SFLLRN dense granule ATP release, luminescence;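 active means mean replicate score, as percent of positive control, at or above 50; inconclusive means mean below 50 but at least one replicate at or above 50; inactive means mean and every replicate below 50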
* marks the source's active call; other numbers are inactive results; ? = inconclusive; nt = no result given.

Values run as follows: HIF activator	HSP90 inh	HSF1 activator	IEC-6 tox	HDAC3 inh	HSF1 inhib	aSyn 5UTR inh	AI-2 QS mod	KLF5 inhibitor	Platelet DG rel
1) COc1ccc(N/C=C/C(=O)c2sc(-c3ccccc3)nc2C)cc1
 : 1.1	-5	-8	3	0	-9	-41	3	-41	-14
2) COc1ccc(CN2CCNC(=O)C2CC(=O)N(C)CCCN2CCOCC2)cc1C (stereo not drawn)
 : -0.1	-6	-7	-6	1	-1	13	35	-9	-7
3) CCOC(=O)c1[nH]c(C)c(/C(O)=C2\C(=O)C(=O)N(CCN(C)C)C2c2cccc(OC)c2OC)c1C (stereo not drawn)
 : 0.0	0	26	5	1	-1	6	33	-33	-3
4) COc1ccc(NC(=O)Nc2nnc(-c3ccccc3SCc3ccccc3)s2)cc1
 : 0.5	-2	25	1	-4	-9	21	9	-8	10
5) Cc1noc(C)c1CSc1ccccc1C(=O)OC(C)C(N)=O (stereo not drawn)
 : -0.3	1	39	-6	-2	8	2	22	0	6
6) Cn1cccc1C(=O)NCc1ccc(Cl)cc1
 : -1.4	4	3	4	5	2	8	nt	-13	13
7) CC(NC(=S)NCCN1CCOCC1)C12CC3CC(CC(C3)C1)C2 (stereo not drawn)
 : -0.2	-2	-1	1	-3	-3	8	10	-25	0
8) S=c1[nH]nc(-c2ccc3ncccc3c2)n1-c1ccc2c(c1)OCCO2
 : -0.7	-2	-7	-6	nt	-4	1	31	-13	17
9) COC(=O)c1ccccc1NC(=O)COc1ccc(S(=O)(=O)N2CCCC2)cc1C
 : -0.1	-1	24	0	-4	6	35	1	-29	-8
10) Cc1ccc(S(=O)(=O)c2nc(-c3ccccc3Br)oc2N(C)C)cc1
 : 0.9	2	-13	2	4	-12	14	8	-1	5
11) O=C(Cc1ccc(Cl)cc1)NNC(=O)c1cnccn1
 : -0.2	2	-17	-2	-1	1	-11	25	-12	-9
12) Cc1ccc(-c2csc(NC(=O)CSc3nc4ccccc4o3)n2)cc1
 : 1.9	1	32	1	-1	10	-94	18	-40	-15
13) COc1ccc(C(C(=O)NCC2CCCO2)N(C(=O)Cn2nnc3ccccc32)c2ccc(NC(C)=O)cc2)cc1 (stereo not drawn)
 : -0.3	3	12	2	-1	-2	14	21	-13	-3
14) O=c1nc(N2CCOCC2)ccn1Cc1ccc(Br)cc1
 : 0.5	2	13	0	3	5	-25	5	-9	1
15) O=C([C@@H]1Cc2ccccc2CN1)N1CCN(Cc2ccccc2)CC1
 : 0.6	1	-2	-2	13	-3	-25	21	-40	-8
16) COc1ccc(CNC(=O)C2CCCN(c3nn4c(=O)cc(C)nc4s3)C2)cc1 (stereo not drawn)
 : -1.4	0	-2	0	8	-3	-5	22	-1	15
17) COc1ccc(C(c2sc3nc(C)nn3c2O)N2CCC(O)CC2)cc1OC (stereo not drawn)
 : -0.1	-4	-6	-1	-1	-1	-17	23	-20	0
18) COc1cccc(/C=N/NC(=O)C(=O)NCc2ccco2)c1O
 : 0.6	-2	-6	2	8	-3	7	15	0	-5
19) CCN(CC)C(=O)CSc1nnc([C@@H](NC(=O)OC(C)(C)C)C(C)C)o1
 : -0.2	-2	-6	0	2	-9	9	13	18	-6
20) COc1cccc(CNS(=O)(=O)c2ccc(S(=O)(=O)N3CCCC3)cc2)c1
 : -0.4	0	18	0	2	10	22	5	-2	2
21) O=C(CN(CC1CCCO1)C(=O)CCC(=O)Nc1ccccn1)NCC1CCCO1 (stereo not drawn)
 : -0.5	-2	-13	-2	-4	-7	-7	29	-19	-3
22) COc1cc2c(C(=O)Nc3ccccc3F)cn(C)c(=O)c2cc1OC
 : -0.2	1	6	0	-1	-6	5	2	-17	1
23) CN(C)CCCNc1cc(C(C)(C)C)nc2c(-c3ccc(Cl)cc3)cnn12
 : -5.0	4	-6	-3	2	-1	108*	10	-24	4
24) CCOc1ccc(-c2c(C(=O)N/N=C/c3cccc(Br)c3)nnn2-c2nonc2N)cc1
 : -0.3	3	4	3	-2	3	-5	23	6	18
25) COc1ccc(CN2CCN(Cc3cc(=O)oc4cc(C)ccc34)CC2)c(OC)c1OC
 : -1.5	-2	2	-5	3	-5	1	30	-29	4
26) C/C(N)=C(\C#N)C(=O)NCCc1ccccn1
 : -0.6	-4	-5	-6	0	-2	8	0	-15	5
27) CC1CCC2C(=O)N(c3ccccc3OC(=O)c3ccccc3F)C(=O)C2C1 (stereo not drawn)
 : 0.3	4	18	6	-4	1	-16	2	24	7
28) Cc1ccc2nc(SCC(=O)OCc3ccccc3)nc(=O)n2c1
 : -0.2	nt	-10	nt	nt	-3	5	50	nt	20
29) Cc1cc(NC(=O)CN2CCCCC2C)no1 (stereo not drawn)
 : 0.1	5	-1	-1	-6	-5	15	12	-2	-4
30) CCOC(=O)N/N=C\C=C\c1ccco1
 : 0.2	4	5	-6	3	1	-33	19	-16	0
31) COc1ccccc1/C=N/NC(=O)COCC(=O)N/N=C/c1ccccc1OC
 : 0.3	6	-1	3	-1	-7	5	9	-27	1
32) CCc1cc(SC#N)cc(C)c1N
 : 0.0	11	-8	0	nt	-13	7	-35	-14	18
33) CCOC(=O)Cc1ccc2sc(-c3ccccc3)nc2c1
 : 0.3	1	92*	1	-2	53	-82	12	0	55*
34) O=c1[nH]c2ccccc2nc1/C=C(\O)C(F)F
 : 0.1	-4	-12	5	-18	-5	-32	7	-43	7
35) CCN(CC)C(=O)c1sc(NC(=O)Cc2ccccc2)c(C#N)c1C
 : 0.3	5	-8	-1	?	-1	15	1	-47	-2
36) Cc1ccc(S(=O)(=O)N2CCN(C(=O)COc3ccc(-c4nnco4)cc3)CC2)cc1
 : -0.3	0	2	-2	4	-5	14	22	-45	2
37) COc1ccc(Cl)cc1C(=O)NNC(=O)CSc1nnc2ccccn12
 : -0.2	-2	3	1	2	-1	8	21	-9	4
38) C=CCOC(=O)C1=C(C)NC(C)=C(C(=O)OCC=C)C1c1cn(-c2ccccc2)nc1-c1ccco1
 : -0.2	1	-34	1	-14	-13	11	11	-2	-3
39) N#Cc1c(N(CCO)CCO)nc(N)c2c(N)nc3c(c12)CC(=O)N3Cc1cccs1
 : -0.3	0	22	-6	-8	2	17	31	-49	-2
40) O=C(NCc1ccc(C(=O)O)cc1)OCc1ccccc1
 : 0.9	0	-64	-3	4	-54*	-30	36	-29	-1
41) CCOc1ccc(C(=O)Nc2ccc(S(=O)(=O)N3CCOCC3)cc2)cc1OCC
 : -0.6	7	-1	5	9	0	7	1	-41	4
42) COc1ccc(N(C(=O)c2cccc(OC)c2OC)C2C=CS(=O)(=O)C2)cc1 (stereo not drawn)
 : 0.2	-1	-2	4	-2	-5	1	26	0	-1
43) CC1Cc2ccccc2N1C(=O)CN1C(=O)NC(C)(c2ccc3c(c2)OCCO3)C1=O (stereo not drawn)
 : -0.3	0	-6	3	12	-3	14	9	-3	-1
44) S=C(NCCCc1ccccc1)Nc1ccccc1Cl
 : 0.5	1	8	2	8	-10	4	-3	0	2
45) CC(C)N(Cc1cc2ccccc2[nH]c1=O)C(=O)C(C)(C)C
 : -0.6	-7	-2	-7	0	4	-4	4	-28	11
46) O=C(Nc1ccccc1O)c1ccc2c(c1)C(=O)N(c1ccccc1)C2=O
 : 0.0	-6	-1	-7	3	7	7	3	-33	7
47) COc1ccc(C(=O)NCCCN(C)CCCNC(=O)c2ccc(OC)cc2)cc1
 : -1.6	-5	-6	-3	-2	-1	-2	8	-20	-3
48) CCOC(=O)C1=C(COc2ccc(F)cc2Cl)NC(=O)NC1c1cc(C)ccc1C (stereo not drawn)
 : -0.1	0	16	-4	-5	19	18	12	-7	2
49) CCOc1ccccc1N1CCN(C(=O)c2c(Cl)cnn2C)CC1
 : -0.2	-3	4	3	1	-3	1	17	-36	-6
50) O=C(COC(=O)CNS(=O)(=O)c1c(Cl)cccc1Cl)Nc1ccccc1Sc1ccccc1
 : 0.2	0	-1	2	0	0	5	29	-1	-5

Next part:
Values run as follows: HIF activator	HSP90 inh	HSF1 activator	IEC-6 tox	HDAC3 inh	HSF1 inhib	aSyn 5UTR inh	AI-2 QS mod	KLF5 inhibitor	Platelet DG rel
51) CN=C1SC(CC(=O)Nc2ccccc2F)C(=O)N1/N=C/c1ccc(O)c(OC)c1 (stereo not drawn)
 : -0.3	-3	40	-1	-3	20	10	11	0	38
52) Cc1cc(C)c2nc(-c3ccccn3)cc(C(=O)N3CCCC3)c2c1
 : 0.3	6	-8	6	-10	-3	1	4	-8	9
53) Cc1ccccc1N=C(NOCc1ccccc1)c1nonc1N
 : nt	-1	nt	-4	-2	nt	nt	nt	-18	nt
54) Cc1nn(-c2c(Cl)cc(Cl)cc2Cl)c(=O)c2ccccc12
 : -1.0	1	9	1	-5	-1	11	18	-15	0
55) CCOc1ncccc1C(=O)NCCCSc1ccccc1
 : -0.1	-5	-7	1	8	0	22	-1	-28	-6
56) CC1CN(C(=O)CCNC(=O)c2ccccc2Cl)CC(C)O1 (stereo not drawn)
 : -0.2	-1	5	-3	7	0	7	31	-16	-35
57) Cc1cc(NC(=O)c2cccnc2)ccc1NC(=O)c1cc2ccccc2o1
 : -1.0	-6	-10	-5	-2	0	41	22	-15	-3
58) CCCCNC(=O)NS(=O)(=O)c1ccc(NS(=O)(=O)c2ccccc2)cc1
 : 0.4	1	-5	-5	-6	-8	15	10	-35	-9
59) O=C(C1CCN(S(=O)(=O)N2CCOCC2)CC1)N1CCOCC1
 : -0.3	0	-7	-4	2	-3	12	8	-8	-7
60) O=C(NC1CCCC1)c1ccc2c(c1)S(=O)(=O)c1ccccc1C2=O
 : -0.3	nt	-12	nt	-1	-2	-15	3	nt	0
61) COc1cc(C(=O)N2CCN(c3ccc(C)cc3C)CC2)cc(OC)c1OC
 : 0.9	-5	5	42*	1	-4	28	5	29	9
62) CSc1ccc(/C=N/n2nnnc2N)cc1
 : 3.4	-3	9	-1	-4	4	-27	16	-15	4

Source: PubChem
